Screening data deposited in PubChem by Broad Institute.
PglD inh – blocks C. jejuni PglD acetyltransferase activity; purified PglD enzyme, DTNB colorimetric CoA detection; inhibition, % at 12.5 µM; 360,000 tested, 0.098% active; AID 602405; in the data active = inhibition above about 16%, passing the limit was not always enough; note: strong numbers were not always called active
ARNT TACC3 PPI – disrupts binding between human ARNT and TACC3; Q9Y6A5; AlphaScreen His-ARNT PAS-B/GST-TACC3 binding, luminescence; TACC3 fragment carries E629A point mutation; inhibition, % at 9.99 µM; 390,000 tested, 0.66% active; AID 623870;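 active = mean inhibition of replicates at least 50% and at least half of replicates each reaching 50%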;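 note: 0% = complete ARNT plus TACC3 wells and 100% = ARNT alone without TACC3; many hits fall short of the cut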
PGC1a acetyl inh – PGC1a acetylation modulation, inhibitor mode | U2OS PGC1a acetylation, AlphaScreen anti-acetyl-lysine; with virally co-expressed GCN5 acetyltransferase | inhibition, % at 15.6 µM | 350,000 tested, 0.17% active | AID 651687;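 active = every replicate shows inhibition of at least 40%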;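 note: 0% = neutral control wells and 100% = positive control wells; some results beyond the cut were filed as inactive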
PAX8 inh HTS – inhibitors of PAX8 transcriptional activity in RMG-I cells; AID 652154; 360,000 tested, 1.2% active; RMG-I TPO-luciferase reporter, SteadyGlo, 24 h; inhibition, % at 12.6 µM;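 active = mean replicate inhibition at least 60% with every replicate also reaching 60%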;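 note: luciferase light reporting Pax8 driven TPO promoter activity; plate controls were median of neutral control wells for no effect and mitoxantrone controls for full effect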
Cneo AK release – causes C. neoformans cell lysis; adenylate kinase release luminescence, 4 h; normalised: neutral wells 0, clomiphene wells 100; lysis activity, % at 15 µM; 360,000 tested, 0.2% active; AID 651654;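 active = mean lysis activity across replicates of at least 80%, whatever share of replicates individually reach that level; inactive = mean lysis activity below 80%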
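Assay system: log-phase C. neoformans yeast / Quantity: yeast cell density of 5 × 10^6 cells/mL / Medium: fresh YPD growth medium / Compound: single dose / Timing: static 4 h at 37 °C with compound, 1 h detection / Measured by: adenylate kinase release luminescence / Read-out: lysis from increased AK signal / Benchmarks: Clomiphene as positive lysis control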
LGR2 antag – inhibitors of bursicon-induced Drosophila LGR2 receptor cAMP signaling; 380,000 tested, 0.35% active; inhibition, % at 9.99 µM; HEK293 LGR2, CRE-luciferase, bursicon-stimulated, 4 h;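 active = drop in luminescence signal, shown as inhibition above about 50% in the replicate tests, limit read from the data, passing the limit was not always enough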;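 note: agonist challenge used bursicon conditioned medium at about half maximal strength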
Statin myotox sup – suppression of simvastatin myotoxicity; AID 602340; rescue of ATP level, % at 7.49 µM; C2C12 myotubes + simvastatin, ATP luminescence, 48 h; scaled: DMSO 0, geranylgeraniol control 100; 330,000 tested, 0.78% active;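 active = mean ATP rescue above about 67%, or every replicate alone reaching that limit, limit read from the data, passing the limit was not always enough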;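 note: myotubes were challenged with 10 µM simvastatin during compound exposure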
INS-1E GSIS act – primary screen for activators of insulin secretion dependent on glucose, INS-1E cells, GLuc reporter luminescence. INS-1E GLuc reporter insulin secretion, 2-3 h. activation, % at 16.6 µM. 370,000 tested, 0.61% active. AID 743287;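 active = lowest replicate activation of at least 40%, so every replicate reaches that level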;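 note: 0% = median of neutral control wells and 100% = median of IBMX positive control wells; some compounds called inactive have numbers as strong as hits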
Starred values were filed as active, the others as inactive; nt = no result given.

Every second line gives: PglD inh	ARNT TACC3 PPI	PGC1a acetyl inh	PAX8 inh HTS	Cneo AK release	LGR2 antag	Statin myotox sup	INS-1E GSIS act
- O=C(CCc1nc2ccccc2c(=O)[nH]1)Nc1cc(C(F)(F)F)ccc1N1CCCC1
    1	-6	-7	21	-3	-16	-84	-20
- COCC(C)n1c(SCC(=O)Nc2ccc3c(c2)OCCO3)nc2ccccc2c1=O (stereo not given)
    0	2	-11	14	0	-1	8	-16
- C[C@@H]1CN([C@@H](C)CO)C(=O)Cc2cc(NC(=O)Nc3ccc(F)cc3)ccc2O[C@H]1CN(C)CC1CCCCC1
    1	32	nt	82*	-3	-7	0	-7
- O=C(CSc1nc2cccnc2n1Cc1ccccc1)NCc1ccco1
    2	-5	-1	-8	-1	nt	24	nt
- CCCC1NC(=S)N(C2CCCCC2)C1=O (stereo not given)
    nt	-4	nt	6	nt	-1	nt	5
- COc1ccc(Cl)cc1S(=O)(=O)NC(C)C(=O)NCc1ccccn1 (stereo not given)
    nt	5	-6	-28	nt	2	-4	3
- O=C(Cn1c(NCCCO)nc2ccccc21)c1cccs1
    0	-2	4	10	5	3	-9	26
- CN1CCN(C(=O)C[C@H]2CC[C@H]3[C@H](COc4ccc(NC(=O)C5CC5)cc4C(=O)N3C)O2)CC1
    -1	-1	1	-10	-1	2	-4	4
- O=C1CNC(=S)N1CCOc1ccccc1
    -1	-11	4	5	-1	-4	nt	-2
- O=[N+]([O-])c1cc(C(F)(F)F)cc([N+](=O)[O-])c1NCCNC(=S)Nc1cccc(F)c1
    nt	9	2	-5	nt	26	12	-2
- CN1C(=O)c2cc(NC(=O)c3ccc(C(F)(F)F)cc3)ccc2OC[C@H]2O[C@H](CC(=O)NC3Cc4ccccc4C3)CC[C@@H]21
    -2	8	-6	48	-1	38	-32	-30
- CO[C@H]1CC[C@H]2CCN(C)C(=O)[C@H](C)CN(C)C(=O)c3cc(C#N)ccc3OC[C@H]1O2
    -2	-4	nt	-1	45	5	6	3
- O=C(COc1ccc2ccc(=O)oc2c1)Nc1ccc2c(c1)OCCO2
    -5	-3	-6	nt	2	nt	-7	nt
- CCC(=O)N1[C@H](CO)[C@H](c2ccc(-c3ccc(C#N)cc3)cc2)C12CN(C(C)=O)C2
    nt	nt	6	-3	nt	0	nt	-4
- Cc1nn(Cc2ccccc2)c(C)c1C(=O)Nc1ccc(N2CCOCC2)cc1
    2	3	3	11	0	nt	-11	-2

Taken from the results shown for reference:
Every second line gives: PglD inh	ARNT TACC3 PPI	PGC1a acetyl inh	PAX8 inh HTS	Cneo AK release	LGR2 antag	Statin myotox sup	INS-1E GSIS act
- O=C(CCc1nc2ccccc2c(=O)[nH]1)Nc1cc(C(F)(F)F)ccc1N1CCCC1
    1	-6	-7	21	-3	-16	-84	-20
- COCC(C)n1c(SCC(=O)Nc2ccc3c(c2)OCCO3)nc2ccccc2c1=O (stereo not given)
    0	2	-11	14	0	-1	8	-16
- C[C@@H]1CN([C@@H](C)CO)C(=O)Cc2cc(NC(=O)Nc3ccc(F)cc3)ccc2O[C@H]1CN(C)CC1CCCCC1
    1	32	nt	82*	-3	-7	0	-7
- O=C(CSc1nc2cccnc2n1Cc1ccccc1)NCc1ccco1
    2	-5	-1	-8	-1	nt	24	nt
- CCCC1NC(=S)N(C2CCCCC2)C1=O (stereo not given)
    nt	-4	nt	6	nt	-1	nt	5

(cont.)
Every second line gives: PglD inh	ARNT TACC3 PPI	PGC1a acetyl inh	PAX8 inh HTS	Cneo AK release	LGR2 antag	Statin myotox sup	INS-1E GSIS act
- CCN(CC)S(=O)(=O)c1ccc(Cc2ncc(C(F)(F)F)cc2Cl)s1
    -5	-13	18	5	0	nt	nt	nt
- CC(C)Cc1nc2oc3c(NCC4CCCO4)ncnc3c2c2c1CCC2 (stereo not given)
    -2	3	1	82*	-1	nt	-3	nt
- Cc1ccc(C(=O)NCC(=O)OCc2cccc(Br)c2)cc1
    -1	-5	nt	-4	3	6	8	-17
- O=C(NNS(=O)(=O)c1ccc(Cl)cc1)c1ccc(S(=O)(=O)N2CCCCC2)cc1
    0	5	-11	8	-2	-14	8	-18
- C[C@@H]1CCCCO[C@H](CN(C)C(=O)Nc2ccc3c(c2)OCO3)[C@H](C)CN([C@H](C)CO)C(=O)c2cc(NC(=O)CCCN(C)C)ccc2O1
    -3	-22	2	-3	0	3	nt	10
- CC(C)n1nc(C(=O)NNC(=O)c2ccc(OC(F)F)cc2)c2ccccc2c1=O
    3	-3	-2	2	3	-3	2	4
- Cc1ccc(CCNC(=O)c2nnc(CS(=O)(=O)c3ccccc3)o2)cc1
    -1	-7	nt	10	5	-19	3	-5
- C[C@@H]1CN([C@@H](C)CO)C(=O)c2cc(NC(=O)Nc3ccccc3)ccc2O[C@@H](C)CCCCO[C@@H]1CN(C)Cc1ccc(C(=O)O)cc1
    -3	-6	-3	-1	13	-6	20	10
- COc1ccc(-c2cc(CCC(=O)N3CCN(c4cc(C)ccc4C)CC3)[nH]n2)cc1
    -4	0	6	5	10	4	9	-16
- CCCCN(C)C(=O)CCC(=O)Nc1ccc2nc(N3CCOCC3)cc(C)c2c1
    -3	2	11	-26	-3	nt	-1	nt
- CCCNC(=O)Nc1ccc2c(c1)OC[C@H](C)N(C(C)=O)C[C@@H](C)[C@@H](OC)CN(C)C2=O
    -3	-3	8	4	-5	4	7	1
- O=C(O)c1ccc(-n2cc(-c3cc4ccccc4oc3=O)[nH]c2=S)cc1
    nt	4	nt	-6	nt	-30	nt	19
- CC(C)(C)c1ccc(C(=O)Nc2ccc(S(N)(=O)=O)cc2)cc1
    -1	-4	4	11	1	0	-8	-14
- O=C(O)C[C@H]1C=C[C@@H](NC(=O)CCN2CCCCC2)[C@H](CO)O1
    nt	nt	-1	-10	nt	14	nt	-4
- CC1(C(=O)NS(=O)(=O)c2cccc(Cl)c2)CCN1C(=O)Cc1cc(F)ccc1F (stereo not given)
    1	nt	6	-4	0	-5	-5	-3

Full records as entered above. Order of values: PglD inh, ARNT TACC3 PPI, PGC1a acetyl inh, PAX8 inh HTS, Cneo AK release, LGR2 antag, Statin myotox sup, INS-1E GSIS act
`Cc1nn(Cc2ccccc2)c(C)c1C(=O)Nc1ccc(N2CCOCC2)cc1` reads 2, 3, 3, 11, 0, nt, -11, -2
`O=C(Cn1c(NCCCO)nc2ccccc21)c1cccs1` reads 0, -2, 4, 10, 5, 3, -9, 26

Next part
Every second line gives: PglD inh	ARNT TACC3 PPI	PGC1a acetyl inh	PAX8 inh HTS	Cneo AK release	LGR2 antag	Statin myotox sup	INS-1E GSIS act
- CCN1CCN(C(=O)CN(C)S(=O)(=O)c2ccc(OC)cc2)CC1
    nt	-8	-3	7	nt	nt	-2	nt
- COCC(=O)N1CC2(C1)[C@@H](c1ccccc1)[C@@H](CO)N2C(=O)c1cccnc1
    nt	nt	14	-2	nt	-16	nt	3
- COc1ccc(CNC(=O)N(C)C[C@H]2OCc3ccccc3-c3c(n(C)c4ccccc34)C(=O)N([C@@H](C)CO)C[C@H]2C)cc1
    0	6	-4	9	0	8	-3	14
- O=C(NCc1ccccc1)Nc1cccn(Cc2c(F)cccc2Cl)c1=O
    nt	-1	-2	-15	nt	-16	nt	-6
- COc1ccc(N2CCN(CCC(N)=O)CC2)cc1
    nt	3	0	nt	-3	9	7	6
- COc1ccc(NC(=O)Nc2ccc3c(c2)CC(=O)N([C@@H](C)CO)C[C@@H](C)[C@H](CN(C)S(=O)(=O)c2c(C)noc2C)O3)cc1
    0	-13	2	-22	-3	6	-30	6
- CCCCn1c(N)c(N(CCOC)C(=O)c2ccc(-c3cccc(C(F)(F)F)c3)o2)c(=O)[nH]c1=O
    -3	18	nt	14	2	-7	-2	-23
- CCOC(=O)/C=C/C(=O)OCC(=O)Nc1ccc(Cl)cc1Cl
    nt	-6	nt	-3	nt	-6	nt	-6
- COCCCN=C(c1ccco1)n1c(=S)nc(-c2ccco2)n(CCCOC)c1=S
    -3	33	-23	nt	0	-2	-3	21
- Cc1ccc(-c2ccc([C@@H]3[C@@H](CO)N4C(=O)CN(C(=O)c5cccnc5)C[C@@H]34)cc2)cc1
    nt	nt	-6	-3	nt	-10	nt	2
- CCc1ccccc1NC(=O)c1onc(C)c1Cl
    nt	-14	6	2	-3	5	-1	-4
- CCOCCCn1c(C)nc2c[n+](CC(=O)c3ccc4ccccc4c3)cc(Br)c21
    -5	nt	8	9	1	0	nt	0
- COc1ccc(C(NC(C)=O)c2nccc3cc(OC)c(OC)cc23)cc1OC (stereo not given)
    3	-8	20	6	1	nt	-1	nt
- N#Cc1cc(-c2ccc(Cl)cc2)cnc1Sc1ccccc1
    0	-15	-6	nt	3	nt	1	nt
- COc1cccc(Cn2c3ccc(NC(=O)CC(C)C(F)(F)F)cc3c(=O)n2C)c1 (stereo not given)
    6	nt	-3	8	0	13	-1	-4

Structures listed so far that have bromine, in the order listed:
Every second line gives: PglD inh	ARNT TACC3 PPI	PGC1a acetyl inh	PAX8 inh HTS	Cneo AK release	LGR2 antag	Statin myotox sup	INS-1E GSIS act
- Cc1ccc(C(=O)NCC(=O)OCc2cccc(Br)c2)cc1
    -1	-5	nt	-4	3	6	8	-17
- CCOCCCn1c(C)nc2c[n+](CC(=O)c3ccc4ccccc4c3)cc(Br)c21
    -5	nt	8	9	1	0	nt	0

Additional results follow:
Every second line gives: PglD inh	ARNT TACC3 PPI	PGC1a acetyl inh	PAX8 inh HTS	Cneo AK release	LGR2 antag	Statin myotox sup	INS-1E GSIS act
- CNC[C@@H]1Oc2ccc(NC(=O)NC3CCCCC3)cc2CC(=O)N([C@@H](C)CO)C[C@@H]1C
    -1	-2	-16	-3	0	2	9	-4
- COc1ccccc1NC(=O)N1CC[C@H]2[C@@H]1c1cc(-c3ccccc3)ccc1N(C)[C@H]2CO
    -2	20	0	4	1	-5	-3	-11
- CC(=O)Nc1ccc(-c2csc(NC(=O)CCCc3cccs3)n2)cc1
    -3	nt	0	-26	-3	-12	13	-1
- CCOP(=O)(c1ccc(N(C)C)cc1)C(O)c1ccc(C)cc1 (stereo not given)
    nt	-10	nt	1	nt	-6	nt	6
- CC1CCCN(c2c([N+](=O)[O-])cc(C(=O)O)cc2[N+](=O)[O-])C1 (stereo not given)
    nt	-2	3	-7	nt	-2	nt	-9
- C[C@H]1CN([C@@H](C)CO)C(=O)c2cc(NC(=O)CCC(F)(F)F)ccc2O[C@@H]1CN(C)Cc1ccc(C(=O)Nc2ccccc2N)cc1
    nt	nt	-11	17	nt	0	nt	-2
- CC1=C(C(=O)Nc2ccccc2C)C(c2ccc(C)o2)C2=C(CCCC2=O)N1 (stereo not given)
    8	0	0	nt	4	-3	6	-6
- Nc1ccc(SCC(=O)Nc2cccc([N+](=O)[O-])c2)cc1
    nt	-2	3	-13	nt	-12	nt	26
- C[C@@H]1CN([C@H](C)CO)S(=O)(=O)c2ccc(C#CC(C)(C)O)cc2O[C@@H]1CN(C)C(=O)C1CC1
    nt	nt	-5	nt	nt	0	-6	17
- CCCC(=O)Nc1ccc2c(c1)OC[C@@H](C)NC[C@H](C)[C@@H](OC)CN(C)C2=O
    1	-2	10	-7	1	-12	-11	-2
